Source: PubChem (National Center for Advancing Translational Sciences (NCATS))
ATXN2 expr inh: inhibitors of ATXN2 expression; HEK-293 ATXN2-luciferase reporter, luminescence, 24 h; Potency, µM (series often up to 57 µM), inactives show at the highest dose activity change, negative = inhibition, usual class: inhibitors; 360,000 compounds, 0.72% hits; AID 1745845; note: potency is the fitted concentration of half-maximal effect; % is set by controls: 0 for no effect and ±100 for the full control effect; nearly all actives have a fitted effect of over 55% in size
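qHTS (up to 57 uM final) was run with 24 h compound exposure of reporter cells at 37 °C. Each well was multiplexed: SteadyGlo luminescence measured ATXN2-luciferase expression after a fluorogenic Gly-Phe-AFC viability readout (25 uM final).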
HT1080NT lethal: kills 2HG-producing HT-1080-NT fibrosarcoma cells; HT-1080-NT fibrosarcoma viability, CellTiter-Glo ATP luminescence, 48 h; AID 686970; 360,000 compounds, 1.6% hits; Potency, µM (titrated, usually from 46.1 µM), inactives show at the highest dose activity, negative = less viability, most hits filed as cytotoxic;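 note: NT is the 2HG producing partner of a matched IDH1 knockdown line; potency is the fitted concentration of half-maximal effect; 0% = DMSO-treated cells and -100% = media-only wells without cells; nearly all actives have a fitted effect of over 55% in size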
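750 cells/well, RPMI + 5% FBS; 2 h settle, compound pin-transfer, 48 h at 37 degrees C. CellTiter-Glo 10 min RT, luminescence. Normalized to DMSO and media-only wells.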
ATXN viability: reduces viability in counter-screen for ATXN expression inhibitors; S2 cells (HEK-293 line with an ATXN2-luciferase reporter) viability, CellTiter-Fluor protease fluorescence, 24 h; Potency, µM (titrated, usually from 56.7 µM), usual class: cytotoxic; 400,000 compounds, 0.49% hits; note: potency is the fitted concentration of half-maximal effect; nearly all actives have a fitted effect of over 40% in size
HepG2 viability: HepG2 cytotoxicity, counter-screen for TGF-b inhibitors; HepG2 CAGA-GFP viability, ATP luminescence, 18 h; Potency, µM (doses to about 46.1 µM), for the others: at the top dose activity change, negative = cytotoxicity, most hits filed as cytotoxic; 410,000 compounds, 0.76% hits; AID 588856; note: potency is the fitted concentration of half-maximal effect; some results filed as inactive show a strong effect at the top dose
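CellTiter-Glo luminescence gave cytotoxicity after 18 hours at 37 degrees C. The cells were HepG2 CAGA-GFP in 1% FBS DMEM, stimulated with 500 pg/mL TGF-beta after compound addition. %Activity was normalised to no-cell wells (complete cell-killing) and DMSO (no toxicity), and curves were fitted and classified.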
KB-3-1 cytotox: KB-3-1 parental cell cytotoxicity. KB-3-1 viability, CellTiter-Glo ATP luminescence, 72 h. Potency, µM (top dose mostly 46.1 µM), for the others: at the highest dose activity change, negative = cytotoxic, actives largely listed as cytotoxic. 400,000 compounds, 1.4% hits. AID 1347075; note: potency is the fitted concentration of half-maximal effect; % is set by controls: 0 for no effect and ±100 for the full control effect; nearly all actives have a fitted effect of over 60% in size
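Parental KB-3-1 viability, qHTS format: 72 h compound exposure, 37 °C; CellTiter-Glo; media-only wells and DMSO plates as controls; concentration-effect fits on corrected data.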
MCF10A rereplic: DNA re-replication induction in MCF 10a cells; MCF 10A DNA re-replication, Hoechst nuclear intensity, 48 h; Potency, µM (titrated, usually from 46.1 µM), inactives show at the top dose activity, positive = re-replication, most hits filed as activators; 350,000 compounds, 2.9% hits; AID 624296; note: potency is the fitted concentration of half-maximal effect; % of control where 0% means no effect; nearly all actives have a fitted effect of over 50% in size
IL-1B inflam inh: inflammasome signaling inhibition, IL-1 beta readout; THP-1 LPS/ATP IL-1B secretion, AlphaLISA, 16 h; stronger effect = lower value; activity change, % at 57.5 µM; AID 743279; 360,000 compounds, 4.7% hits; in the data active = activity change below about -50%; inconclusive = mostly about -30% to -49%; note: % is set by controls: 0 for no effect and ±100 for the full control effect
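Secreted IL-1B measured by AlphaLISA bead assay after 16 h compound exposure of THP-1 cells; compounds (final up to 57.5 uM) added 1 h before LPS (250 ng/mL) and ATP (1.25 mM) stimulation; lower signal means less secretion.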
HT1080 IDH1KD tx: kills HT-1080 cells with IDH1 knockdown. HT-1080 IDH1 knockdown viability, ATP luminescence, 48 h. Potency, µM (titrated, usually from 46.1 µM), without a hit: at the highest dose activity, negative = toxicity, actives largely listed as cytotoxic. 360,000 compounds, 2% hits. AID 686971;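 note: potency is the fitted concentration of half-maximal effect; 0% = DMSO wells and -100% = cell-free medium wells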
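In this qHTS, HT-1080 cells depleted of IDH1 are exposed for 48 h at 37 °C to compound titrations. Toxicity is scored from CellTiter-Glo luminescence, with DMSO as full viability and medium alone as none.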
SW480 rerep: induces DNA re-replication in SW480 colon adenocarcinoma cells | SW480 DNA re-replication, Hoechst DNA content imaging, 48 h | 340,000 compounds, 1.8% hits | Potency, µM (highest dose often 46.1 µM), without a hit: at the highest dose re-replication activation, most hits filed as activators; note: potency is the fitted concentration of half-maximal effect; % of control where 0% means no effect; nearly all actives have a fitted effect of over 55% in size
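Cells (250 per well) received 23 nL compound or DMSO by pin tool and were kept 48 hr at 37 C, 5% CO2. Nuclei were then stained with Hoechst for 40 min and scanned for DNA content.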
The depositor's hits bear a star; i = inactive; u = inconclusive; x = no result given; ! = a repeat was not active; [ ] = remark or other dose. Unless noted, calls come from the whole dose curve; as a rule, active = well fitted curve in the direction sought with a large enough effect; inconclusive = small, poorly fitted or top-dose-only effect, or another doubt; inactive = no such curve, though single readings can be large; an effect the other way counts as inactive or inconclusive.

SMILES | ATXN2 expr inh | HT1080NT lethal | ATXN viability | HepG2 viability | KB-3-1 cytotox | MCF10A rereplic | IL-1B inflam inh | HT1080 IDH1KD tx | SW480 rerep
O=C(Nc1ccccc1)C1CCCN1C(=O)Nc1ccccc1[N+](=O)[O-] (configuration not stated) | 1% | 11% | i | 6% | 2% | -8% | 12 | 23% | -15%
CC(Oc1cccnc1[N+](=O)[O-])C(=O)Nc1cccc(Cl)c1 (configuration not stated) | x | 4% | i | -3% | 1% | 8% | 0 | 0% | -4%
CCOC(=O)Cc1nn(Cc2nc(-c3ccc(C)cc3)cs2)c(=O)c2ccccc12 | x | 16µM* | i | -23% | -1% | -1% | 63 | -8% | -3%
COc1ccc(Cl)cc1NC(=O)NC(C)C(C)(C)C (configuration not stated) | -1% | -1% | i | -17% | 1% | -2% | 39 | 1% | 2%
Cc1ccc(SC[C@H](CC(C)C)N2CCN(CCc3ccccc3)CCC2=O)cc1 | 12% | -25% | u | -21% | u | u | 26 | -15% | -2%
Cc1ccccc1CN1[C@@H](CC2CCCCC2)COCCS1(=O)=O | -33% | -8% | u | 11µM*! | u | u | -3 | -14% | 2%
O=C(c1ccco1)N1CCN(C(=O)c2cc3c(=O)oc4ccccc4c3s2)CC1 | -4% | 9% | i | 1% | 0% | 3% | 22 | 5% | -4%
C=CCC[C@@H](Cc1ccc(F)cc1)C(=O)OC[C@@H](Cc1ccccc1)NC(=O)[C@@H](CC=C)CC(=O)N[C@@H](CO)Cc1ccccc1 | -33% | -4% | i | -2% | -3% | u | -17 | -16% | 3%
CCn1c(SCc2ccc(C(=O)OC)o2)nnc1-c1c[nH]c2ccccc12 | 2% | 5% | i | 8% | -6% | 2% | 7 | -2% | -7%
CC(=O)c1ccc(OC2OCCOC2Oc2ccc(C(C)=O)cc2)cc1 (configuration not stated) | 2% | 4% | i | -7% | -9% | u | 55 | 3% | u
CCCCC(=O)N(C)c1c(CC)nc2c(OCc3cc(Cl)cc(Cl)c3)cccn12 | 0% | u | i | -76% | u | x | -62* | u | x
O=C(NN1C(=O)c2ccc(-c3ccc4c(c3)C(=O)N(NC(=O)c3cccnc3)C4=O)cc2C1=O)c1cccnc1 | 16% | 24% | i | 8% | 7% | -9% | 20 | 2% | -17%
Nc1ccc(S(=O)(=O)Nc2cnc3c(Cl)cccc3n2)cc1 | 6% | 10% | i | 0% | u | -6% | 10 | 23% | 13%
COC(=O)c1sccc1NC(=O)CSc1ccccc1NC(=O)CNC(C)C | -4%[11.3 µM] | u | u | -17% | 1% | 4% | -23 | -4% | -9%
COc1ccc(Cn2cc(C(=O)c3ccccc3)c(=O)c3cc(OC)ccc32)cc1 | 5% | -11% | i | 2% | -25% | 0% | -12 | -14% | -8%

One compound at a time (already shown). Screens in order: ATXN2 expr inh	HT1080NT lethal	ATXN viability	HepG2 viability	KB-3-1 cytotox	MCF10A rereplic	IL-1B inflam inh	HT1080 IDH1KD tx	SW480 rerep
`O=C(Nc1ccccc1)C1CCCN1C(=O)Nc1ccccc1[N+](=O)[O-]` (configuration not stated) is listed with 1%	11%	i	6%	2%	-8%	12	23%	-15%
`Cc1ccccc1CN1[C@@H](CC2CCCCC2)COCCS1(=O)=O` is listed with -33%	-8%	u	11µM*!	u	u	-3	-14%	2%

Continued.
SMILES | ATXN2 expr inh | HT1080NT lethal | ATXN viability | HepG2 viability | KB-3-1 cytotox | MCF10A rereplic | IL-1B inflam inh | HT1080 IDH1KD tx | SW480 rerep
O=C(Cn1c(=O)n(Cc2ccco2)c(=O)c2c3c(sc21)CCCC3)Nc1ccccc1 | -3% | -4% | i | 10% | -3% | 4% | -18 | -9% | 2%
Cc1ccc2c(c1)nnn2C1CCN(CC(=O)N2c3ccccc3CC2C)CC1 (configuration not stated) | u | -2% | i | -30% | -13% | 0% | -15 | -26% | 4%
CCOc1ncccc1C(=O)Nc1ccc2nc(C)sc2c1 | 6% | u | i | -13% | -4% | 15% | -5 | -27% | u
CCOC(=O)C(C(C)=O)c1nc(C)nc2c1nnn2Cc1ccccc1Cl (configuration not stated) | -2% | 1% | i | -5% | -16% | 1% | 5 | 0% | -1%
CCn1cc(C(=O)NCc2ccc(C)cc2)c(=O)c2cc(S(=O)(=O)N(C)C)ccc21 | 4% | 2% | i | 24% | -1% | -1% | u | -1% | -34%[inhibitor]
CCC(=O)Nc1cc(NC(=O)CSc2ncc(-c3ccc(F)cc3)n2Cc2ccco2)ccc1C | 83%[activator] | -1% | i | -18% | -15% | u | u | -2% | 6%
CC(C)(C)NC(=O)C[C@H]1C[C@H](C(=O)N2CCCCC2)[C@@]2(CCc3ccccc3)c3[nH]c4ccc(Cl)cc4c3CCN2C1=O | 1% | 8% | i | -7% | 3% | 2% | -4 | 2% | 0%
O=C1C(O)CC2c3ccccc3CC3(CCCC3)N12 (configuration not stated) | 4% | -2% | i | 3% | 4% | 3% | 15 | 1% | -9%
Cc1cc(Nc2ccc([N+](=O)[O-])cc2)c2ccccc2n1 | -36% | u | u | -65% | 0% | 2.6µM* | -80* | u | 71%
C=CCN1C(=O)/C(=C\c2ccc(C)cc2)N=C1SCC(=O)NCCC | 1% | 18% | i | 0% | 19% | 8% | 14 | 12% | -6%
COc1ccccc1CCNC(=O)c1c(C)nn(CC(C)C)c1Cl | 13% | 16% | i | -19% | -5% | 4% | -26 | 1% | 1%
CCc1nnc(NC(=O)C2CCCN(c3nc4ccccc4s3)C2)s1 (configuration not stated) | -3% | 7% | i | 4% | 7% | 3% | 7 | -2% | 2%
CC(C)c1ccc(NC(=O)CSc2nc(=O)n(CCCN3CCOCC3)c3c2CCC3)cc1 | -10% | -10% | i | -32% | -11% | u | -63* | -11% | 14%
CCc1c(SCCC(=O)O)nc2ccccc2c1C | -8% | -1% | i | -4% | -2% | 0% | 43 | 21% | -8%
O=C(CNC(=O)c1ccccc1F)OCc1cc(=O)n2nc(C3CCCCC3)sc2n1 | 1% | x | i | 0% | 1% | x | x | x | x
CC12CCC(C)(c3nc4ccccc4nc31)C2(C)C | -25%[11.3 µM] | 0% | i | 20% | 0% | 4% | 32 | 7% | -5%
CCC/C(=N\NC(=O)CNC(=O)/C=C/c1ccco1)c1ccccc1 | -10% | -4% | i | -6% | u | 5% | -1 | -5% | -7%
C#CCOC(=O)c1ccccc1C(=O)OCC#C | 0% | 9% | i | -3% | 14% | -2% | 23 | 16% | -2%
Cc1ccccc1OCc1nc(-c2ccc(-n3cccc3)cc2)no1 | 4% | 27% | i | -17% | 4% | 0% | -4 | 0% | -3%
O=C(O)c1cc(NN=Nc2ccc(Br)cc2)cc([N+](=O)[O-])c1 | x | 0% | i | -34% | 2% | -3% | 25 | 1% | -14%
O=C(Nc1cccc(C(F)(F)F)c1)c1ccco1 | -4% | 7% | i | -30% | 4% | -2% | 16 | 3% | -16%
COc1ccccc1C(=O)N/C(=C\c1cn(S(=O)(=O)N(C)C)c2ccccc12)C(=O)NCCN1CCOCC1 | x | 1% | i | 2% | -3% | -7% | 27 | -3% | -3%
CCN1C(=O)[C@H]2[C@@H](c3ccc(-c4ccccc4)c(OC)c3)N[C@@](CC(C)C)(C(=O)OC)[C@H]2C1=O | -15% | -3% | i | -29% | 0% | 50% | 0 | -5% | -1%
Cn1cccc1CNC1CCCCC1 | -7% | 14% | i | -1% | -6% | -8% | -5 | -12% | 1%
CCOC(=O)Cc1nn(Cc2ccc(Cl)cc2)c(=O)c2ccccc12 | x | 0% | i | -37% | -17% | -1% | -12 | 0% | 1%
CC(=O)c1ccc(OCCCC(=O)NCCc2ccccc2)cc1 | 8% | 12% | i | 5% | 8% | 5% | 0 | 11% | u
O=C(NNC(=O)c1ccccc1Cl)c1ccccc1Cl | 19% | 4% | u | 20% | 5% | 8% | 1 | 5% | -2%
O=C(Cn1ccc2cc(S(=O)(=O)N3CCCCCC3)ccc21)NCc1ccccc1Cl | -12% | x | i | -21% | -11% | x | x | x | x
CC1=NC2(CCCc3c2no[n+]3[O-])N(O)C1(C)C (configuration not stated) | -5% | 6% | i | -6% | 1% | -1% | 2 | -6% | -5%
Cc1cccn2c(=O)c3cc(C(=O)NC4CCCC4)sc3nc12 | -2% | -14% | i | -2% | -6% | -18% | -13 | -1% | -9%

Molecules shown so far that have a furan ring, fused or not, in the order listed:
SMILES | ATXN2 expr inh | HT1080NT lethal | ATXN viability | HepG2 viability | KB-3-1 cytotox | MCF10A rereplic | IL-1B inflam inh | HT1080 IDH1KD tx | SW480 rerep
O=C(c1ccco1)N1CCN(C(=O)c2cc3c(=O)oc4ccccc4c3s2)CC1 | -4% | 9% | i | 1% | 0% | 3% | 22 | 5% | -4%
CCn1c(SCc2ccc(C(=O)OC)o2)nnc1-c1c[nH]c2ccccc12 | 2% | 5% | i | 8% | -6% | 2% | 7 | -2% | -7%
O=C(Cn1c(=O)n(Cc2ccco2)c(=O)c2c3c(sc21)CCCC3)Nc1ccccc1 | -3% | -4% | i | 10% | -3% | 4% | -18 | -9% | 2%
CCC(=O)Nc1cc(NC(=O)CSc2ncc(-c3ccc(F)cc3)n2Cc2ccco2)ccc1C | 83%[activator] | -1% | i | -18% | -15% | u | u | -2% | 6%
CCC/C(=N\NC(=O)CNC(=O)/C=C/c1ccco1)c1ccccc1 | -10% | -4% | i | -6% | u | 5% | -1 | -5% | -7%
O=C(Nc1cccc(C(F)(F)F)c1)c1ccco1 | -4% | 7% | i | -30% | 4% | -2% | 16 | 3% | -16%
